# MCL1-BIM inh = MCL1-BIM-BH3 interaction inhibition (human); AID 2057; inhibition, % at 10.9 µM; Q07820; 320,000 tested, 0.68% active; GST-MCL1 / FITC-Bim-BH3 fluorescence polarization;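 active = inhibition above the mean inhibition of all tested compounds plus 3 SD, set per campaign, cut at about 40% in these data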;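 also: 0% = DMSO wells and 100% = unlabeled Bim-BH3 peptide control; higher means more loss of mP so more displacement of Bim peptide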
# Target sequence (Q07820 whole entry, looked up): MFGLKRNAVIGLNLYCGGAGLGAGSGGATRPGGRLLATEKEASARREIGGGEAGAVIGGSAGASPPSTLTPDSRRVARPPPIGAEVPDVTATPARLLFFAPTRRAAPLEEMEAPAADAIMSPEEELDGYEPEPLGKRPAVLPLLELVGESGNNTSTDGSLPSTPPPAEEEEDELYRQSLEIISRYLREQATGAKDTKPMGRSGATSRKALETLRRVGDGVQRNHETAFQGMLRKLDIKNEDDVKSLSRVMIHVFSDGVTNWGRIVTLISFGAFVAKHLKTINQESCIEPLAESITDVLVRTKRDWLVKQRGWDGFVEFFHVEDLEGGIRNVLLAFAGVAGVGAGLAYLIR
# pPAFAH inh = inhibitors of human plasma PAF acetylhydrolase (pPAFAH); Q13093; recombinant pPAFAH, FP-rhodamine probe fluorescence polarization; inhibition, % at 3.39 µM; 330,000 tested, 1.5% active;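 active = inhibition above the mean inhibition across the screen plus 3 SD, cut at about 25% in these data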;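 also: inhibitors block binding of the rhodamine activity-based probe so polarization drops; 0% = enzyme with DMSO and 100% = wells lacking pPAFAH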
# MEX-5 binding = C. elegans MEX-5 TCR-2 RNA binding activity; MEX-5/FITC-TCR2 RNA binding, fluorescence polarization; hits give low values; activity score (negative = inhibition of binding), % at 10 µM; 300,000 tested, 0.38% active; AID 1832;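 active = inhibition past about -25% in most replicates, and total fluorescence under double the plate's negative control median, limit read from the data; inconclusive = replicates evenly split on the limit, or fluorescence at least double controls; inactive = too little inhibition in most replicates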;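 also: 0% = DMSO and -100% = 5 µM competing unlabeled TCR2 RNA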
# Bcl-xL primary = inhibitors of human Bcl-xL. 320,000 tested, 0.7% active. inhibition, % at 10.9 µM. Q07817. GST-Bcl-xL / FITC-Bim BH3 peptide fluorescence polarization;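 active = inhibition above the mean of all tested compounds plus 3 SD, cutoff set per campaign, cut at about 30% in these data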;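 also: 0% = DMSO wells and 100% = unlabeled Bim-BH3 peptide competitor; inhibitors lower millipolarization by displacing the labeled peptide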
# Target sequence (Q07817 whole entry, looked up): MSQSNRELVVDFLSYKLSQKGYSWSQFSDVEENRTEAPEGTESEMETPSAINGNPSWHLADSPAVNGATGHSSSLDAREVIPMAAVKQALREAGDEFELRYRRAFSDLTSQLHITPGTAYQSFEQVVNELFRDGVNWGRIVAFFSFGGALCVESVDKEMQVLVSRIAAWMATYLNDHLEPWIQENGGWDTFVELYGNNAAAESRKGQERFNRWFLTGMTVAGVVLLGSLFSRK
# PAFAH1B2 FP inh = blocks human PAF acetylhydrolase 1b catalytic subunit 2. P68402. recombinant PAFAH1B2, FP-rhodamine activity probe, fluorescence polarization. inhibition, % at 3.39 µM. 340,000 tested, 1.2% active. AID 492953;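 active = inhibition above the mean of all tested compounds plus 3 SD, cut at about 24% in these data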;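 also: 0% = enzyme with DMSO and 100% = wells lacking PAFAH1B2; many of its hits are not listed in these tables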
# PME-1 inh = PME-1 (human) inhibition | Q9Y570 | recombinant PME-1, FP-Rh probe fluorescence polarization | inhibition, % at 5.9 µM | 320,000 tested, 0.53% active;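 active = inhibition above the campaign mean of all compounds plus 3 SD, cut at about 26% in these data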;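 also: competitive labeling of PME-1 active site by serine hydrolase directed probe; 0% = PME-1 with DMSO and 100% = wells lacking PME-1 enzyme; inhibitors block probe labeling so polarization falls and inhibition rises; many of its hits are not listed in these tables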
# Target sequence (Q9Y570 whole entry, looked up): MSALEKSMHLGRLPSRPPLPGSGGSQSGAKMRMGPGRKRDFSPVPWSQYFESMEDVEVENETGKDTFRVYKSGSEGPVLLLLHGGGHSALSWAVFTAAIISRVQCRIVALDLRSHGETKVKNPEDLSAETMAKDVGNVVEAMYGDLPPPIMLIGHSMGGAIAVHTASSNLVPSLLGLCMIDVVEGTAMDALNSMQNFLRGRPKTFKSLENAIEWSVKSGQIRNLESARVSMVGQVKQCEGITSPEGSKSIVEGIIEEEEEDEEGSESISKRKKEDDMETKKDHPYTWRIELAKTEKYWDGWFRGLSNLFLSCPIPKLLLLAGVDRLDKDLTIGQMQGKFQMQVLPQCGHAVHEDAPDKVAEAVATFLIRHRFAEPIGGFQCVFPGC
# GLD-1 TGE inh = GLD-1-TGE RNA interaction inhibition (C. elegans); Q17339; purified GLD-1 + fluorescein TGE RNA, fluorescence polarization; inhibition, % at 5.96 µM; 320,000 tested, 0.44% active; AID 2280;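 active = percent inhibition above a per-plate cutoff, the plate mean of test compounds plus 3 SD, cut at about 30% in these data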;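 also: 0% = DMSO wells with GLD-1 and probe and 100% = wells lacking GLD-1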
# AHR act = activators of human aryl hydrocarbon receptor; activation, % at 5 µM; AHR-responsive luciferase reporter cells, luminescence; AID 2796; 320,000 tested, 2.5% active; P35869; in the data active = activation above about 47%;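 also: 0% = vehicle wells and 100% = reference agonist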
# Fam108B counter = blocks mouse Fam108B hydrolase in RBBP9 counter-screen; 300,000 tested, 0.33% active; inhibition, % at 9.51 µM; recombinant Fam108B, FP-Rh probe fluorescence polarization;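 active = inhibition above the screen mean inhibition plus 3 SD, computed separately per campaign, cut at about 18% in these data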;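 also: inhibitors lower polarization as less probe binds the enzyme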
# * marks the source's active call; other numbers are inactive results; u = inconclusive; x = no result given. Some of the compounds tested, so the mix of outcomes need not match the whole.
Structure,MCL1-BIM inh,pPAFAH inh,MEX-5 binding,Bcl-xL primary,PAFAH1B2 FP inh,PME-1 inh,GLD-1 TGE inh,AHR act,Fam108B counter
O=C(NCc1cccnc1)C(=O)NCC1CCCO1 (configuration not stated),6,3,-2.7,0,4,0,3,-3,0
Cc1cc(Br)ccc1NCc1ccccn1,7,8,0.1,3,2,1,13,-9,1
N#Cc1c(-c2ccncc2)cc(-c2ccc(F)cc2)nc1N,7,1,-8.2,7,-4,3,-5,19,3
Cc1ccc(-c2nc(CN(C)Cc3cccc4cnccc34)c(C)o2)s1,11,-2,1.0,-1,-3,-4,1,9,-1
COc1ccccc1CC(=O)N1CCC(n2nccc2NC(=O)C2CCOC2)CC1 (configuration not stated),6,1,-0.3,3,3,7,4,3,2
CCOc1ccc(NC(=O)CCCc2cc(-c3ccc(OCC)cc3)on2)cc1,2,1,0.6,4,6,2,-3,-12,-4
O=C(NCc1cccnc1)C1CC(c2ccccc2Cl)=NO1 (configuration not stated),2,4,-0.6,-1,6,-5,0,0,-3
CCCn1c(N)c(Sc2ccc(Cl)cc2)c(=O)n(CCC)c1=O,-2,2,1.9,0,7,-1,4,-2,-1
COc1ccc(C2C(C(=O)c3ccc(C)o3)=C(O)C(=O)N2Cc2cccnc2)cc1OC (configuration not stated),-3,4,-0.7,3,5,-4,-1,-2,3
Cc1ccc(S(=O)(=O)CCC(=O)OCC(=O)NC(C)c2ccccc2)cc1 (configuration not stated),0,6,x,-1,11,-1,-1,0,x
N/C(=N\OC(=O)Cc1cccs1)c1ccc(Br)cc1,1,16,0.1,1,1,-2,-6,-2,3
COc1ccc(S(=O)(=O)Nc2c(NC3CCCCC3)c3ccccc3oc2=O)cc1OC,-3,4,0.3,1,4,3,-3,2,-1
COc1ccc(NS(=O)(=O)c2cccc(C(=O)NCC3CCCO3)c2)cc1 (configuration not stated),0,17,0.6,3,3,2,2,2,1
CCn1c(CSc2nc(C)cc(C)n2)nnc1SCC(=O)Nc1nc(-c2ccccc2)cs1,-7,0,-1.5,4,-4,-1,10,3,-1
Cc1cc(C)n(-c2nc(-c3ccc(Cl)c(Cl)c3)cs2)n1,4,2,-0.4,2,0,-1,3,36,-1
COc1ccc(NC(=S)N(CCCN2CCC(C)CC2)Cc2cccs2)cc1Cl,-1,3,4.9,5,-1,10,5,-7,1
Cc1ccc(Cn2nnc3c(=O)[nH]c(C4CCN(S(=O)(=O)/C=C/c5ccccc5)CC4)nc32)cc1,1,13,0.7,7,-3,31*,2,0,-16
Cc1noc(NS(=O)(=O)c2ccc(NC(=O)NC(C)(C(F)(F)F)C(F)(F)F)cc2)c1C,1,1,-0.8,6,5,7,6,0,4
O=C(CSc1nc2cc(Cl)ccc2s1)Nc1cccc(S(=O)(=O)N2CCOCC2)c1,6,-6,4.3,4,-11,-27,7,3,-24
Cn1c(NCC(O)c2ccccc2)nc2c1c(=O)n(Cc1ccc(Cl)c(Cl)c1)c(=O)n2C (configuration not stated),7,2,1.0,9,11,0,0,0,10
Cc1ccccc1OCC(=O)NC(=S)Nc1ccc(S(=O)(=O)NC2CCCCC2)cc1,19,4,1.5,8,1,4,7,-2,-2
Cc1ccc(-c2nn(CC(N)=O)c(=O)c3ccccc23)cc1S(=O)(=O)N(C)C,6,4,0.0,10,2,0,2,-1,0
O=C(c1ccc(Br)o1)N1CCN(CCOc2ccccc2)CC1,0,5,0.4,5,8,3,-4,-1,-1
CC(=O)C1=C(C)N(Cc2ccccc2)C(=O)N[C@H]1c1cccc(F)c1,31,3,0.7,25,4,-3,14,2,2
CCCCOc1ccc(C(C)NC(=O)CCS(=O)(=O)Cc2ccccc2Cl)cc1 (configuration not stated),5,2,1.8,3,-5,-3,3,5,2
CCCc1c(OCCCOc2ccc(OCC(=O)O)cc2)ccc(C(C)=O)c1O,5,12,x,8,2,-7,6,-1,0
O=c1c2c(nc3n1CCS3)c1cc(F)ccc1n2Cc1cc(=O)n2cc(Cl)ccc2n1,6,-2,3.5,7,x,-9,-1,1,0
COc1ccc(/C=C/C(=O)c2ccc3c4c(cccc24)CC3)cc1,12,7,1.0,9,-6,-12,4,-9,-5
O=C(Nc1ccc2ccccc2c1)C(c1ccccc1)C1CCCC1 (configuration not stated),4,-9,1.9,7,-10,-49,5,8,-33
Cc1ccccc1N1C(S)=C(C#N)C(=O)NC1c1cccs1 (configuration not stated),5,4,2.2,5,11,-5,3,-3,0
O=CN1CCN(C(C(=O)NC2CCCCC2)c2cc3c(cc2[N+](=O)[O-])OCO3)CC1 (configuration not stated),7,7,-5.2,2,0,-9,2,2,-3
COc1cccc(C(=O)NCC2CCCN2S(=O)(=O)c2cccs2)c1 (configuration not stated),-1,4,0.1,2,-2,3,-1,3,-2
CCCCn1c(SCC(=O)NCc2ccco2)nc2ccc(N3CCOCC3)cc2c1=O,9,3,0.8,6,2,5,10,25,2
OCCN(CCO)Cc1ccc(Br)cc1,3,3,-0.6,6,6,1,1,63*,6
Nc1nc2ccc(-c3nc4ccccc4o3)cc2s1,1,-1,2.5,1,3,-1,-10,17,5
CCCSc1nnc2c(n1)OC(c1cccn1C)N(C(C)=O)c1ccccc1-2 (configuration not stated),-1,2,2.2,1,1,1,9,0,2
CSc1ccc(S(=O)(=O)N2CCC(C(=O)NC3CC3)CC2)cc1,4,0,1.6,0,-2,4,2,1,2
CC(Sc1nc2c([nH]c3ccccc32)c(=O)n1C)c1ccccc1 (configuration not stated),-2,1,-1.5,4,-1,4,-1,45,4
N#Cc1ccccc1OCC(=O)N(C1CCCCC1)C1CCS(=O)(=O)C1 (configuration not stated),-6,2,-0.1,-3,-1,0,-1,5,3
CCN(CC)CCN(CC(=O)N(C1CCCCC1)C1CCCCC1)C(=O)c1ccco1,-14,1,1.6,0,6,-1,-8,-3,0
CC1CCCC(C)N1C(=O)Cn1cc(C#N)c2ccccc21 (configuration not stated),-6,2,-0.9,-1,x,-4,3,12,-1
COc1ccc(NC(=O)c2cc3ccccc3cc2O)cc1,3,32*,-1.5,4,2,3,-6,23,7
C/C(=N\Nc1cc(C)nc(-c2ccccc2O)n1)c1ccccc1O,0,0,-0.1,0,-1,-2,-2,24,4
Cc1nc(N2CCC(C)CC2)c2c(C)c(C(=O)Nc3cc(F)ccc3C)sc2n1,2,-2,2.1,0,0,-9,-5,5,-9
CCOc1cc(NS(=O)(=O)CC)c(OCC)cc1NC(=O)c1ccco1,12,4,1.0,11,-2,-3,26,2,-5
CCCC1NC(=S)NC(C)=C1C(C)=O (configuration not stated),-2,5,0.3,8,-9,-3,0,0,1
Cc1cc(C)n2c(=S)[nH]nc2n1,11,1,7.3,-1,6,2,-2,-1,-1
Cc1c(OCC(=O)NCCN2CCOCC2)ccc2c1oc(=O)c1ccccc12,-5,-1,-0.7,2,3,-4,-2,-2,4
O=C(Nc1ccc(Cl)cc1C(=O)Nc1ccncc1)c1ccco1,4,-9,-2.0,2,2,-6,-4,41,-1
CC(OC(=O)CC1CCCCC1)C(=O)Nc1ccc(S(N)(=O)=O)cc1 (configuration not stated),-7,2,0.1,-7,-1,-2,-2,-2,-1

# (cont.)
Structure,MCL1-BIM inh,pPAFAH inh,MEX-5 binding,Bcl-xL primary,PAFAH1B2 FP inh,PME-1 inh,GLD-1 TGE inh,AHR act,Fam108B counter
CCN(CC(=O)NCc1ccc(F)cc1)C(=O)COc1ccc2ccccc2c1,1,5,3.7,6,5,-6,-2,13,-4
CC(=O)OC1C(OC(C)=O)N(C(C)=O)C(=O)N1C(C)=O (configuration not stated),1,0,2.3,-1,1,-9,2,0,10
COCCn1ccc(O)c(Cc2ccc(Cl)cc2)c1=O,13,0,1.8,4,1,-4,9,6,-2
COc1cccc(NC(=O)c2nnn(CC(=O)Nc3cc(C)cc(C)c3)c2N)c1,-5,-5,-3.0,0,1,-1,4,12,-4
OC(COc1ccc2ccccc2c1)Cn1ccnc1 (configuration not stated),6,3,4.6,0,3,-3,7,28,-4
O=C(C1CCN(C2CCN(Cc3cccc4c3OCO4)CC2)CC1)N1CCOCC1,2,-1,-3.1,0,1,-3,8,4,-3
O=C(OCC(=O)N(CCc1ccccc1)Cc1ccccc1)c1ccccc1[N+](=O)[O-],3,6,0.7,5,0,1,1,5,0
CCOC(=O)C1(Cc2ccccc2C)CCCN(C(=O)c2sccc2C)C1 (configuration not stated),6,-2,0.5,4,2,1,-5,0,1
COc1cc(-c2n[nH]c(=O)o2)cc(OC)c1OC,4,1,2.5,2,1,5,-7,1,3
COc1cc(CNc2ncc(-c3ccc(Br)cc3)n2C)cc(OC)c1O,1,4,-2.0,-1,7,4,-1,0,1
CCCOc1ccc(C(=O)O/N=C(\CC)c2ccc(C)cc2)cc1,-1,20,-3.5,-4,-4,-7,2,2,-3
Cc1ccc(CNS(=O)(=O)c2ccc3c(c2)CCN3C(=O)C2CCC2)cc1,-1,1,-0.4,3,-5,4,7,0,0
COC(=O)C(CO)NC(=O)C1CCCN1C(=O)CNC(=O)OCc1ccccc1 (configuration not stated),7,-2,-3.7,3,-4,0,-9,3,0
CCc1ccc(NC(=S)NC2CC3CCCC(C2)N3Cc2ccccc2)cc1 (configuration not stated),9,-2,1.5,4,5,-2,1,4,-3
CCCCC(NC(C)=O)c1nc2ccccc2n1CCCC (configuration not stated),2,2,0.0,2,6,0,-4,2,4
CS(=O)(=O)N1CCN(c2ccc([N+](=O)[O-])c3cccnc23)CC1,-2,3,2.1,4,6,-2,4,4,0
CC(=O)COc1ccc2c3c(c(=O)oc2c1C)CCCCC3,6,15,-1.4,2,-1,5,-2,5,-1
CC1CCN(Cc2nnnn2CCCC(=O)NCC(C)(C)N2CCOCC2)CC1,1,3,x,3,6,0,-2,-1,3
O=C1Oc2ccccc2C(=O)/C1=C\N1CCN(c2ccccc2)CC1,0,2,3.4,5,4,-1,0,0,0
CCOc1ccc(S(=O)(=O)/N=C(/Nc2ccc(OC)cc2)c2ccccc2)cc1,-3,7,0.1,0,0,4,10,0,-2
O=C(Nc1ccc(Cl)cc1F)c1cccc2ccccc12,1,11,-0.3,3,4,0,2,100*,-2
C=CCc1cccc(/C=N/n2cnnc2)c1O,23,2,u,16,-2,-4,15,4,4
COc1ccc(C(=O)C2CCCN(Cc3ccc(NC(C)=O)cc3)C2)cc1OC (configuration not stated),6,5,-1.1,0,3,-1,2,-1,-5
CCOC(=O)c1oc2cc(O)ccc2c(=O)c1-c1ccccc1OC,-4,1,-0.9,4,-2,-8,4,0,-3
Cc1noc(C)c1COc1ccc(C(=O)Nc2ccccn2)cc1,-10,4,-1.4,-3,-1,-1,6,-2,0

# Source: PubChem BioAssay (several laboratories)
